# High-throughput results (PubChem)
# HSF1 activator: HSF-1 activators, primary screen, NIH3T3-HGL cells, MG132 stress, luminescence, single point; NIH3T3-HGL HSF-1 luciferase reporter, 8 h; 100% = twice DMSO control signal; activation, % at 9 µM; 1.7% of 300,000 active; AID 504408, 2011;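 active = mean replicate activation of at least 50% with a set share of replicates each reaching 50%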;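 note: 0% = median of the neutral control wells and 100% = twice that signal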
# GSK3B inh: human GSK3beta kinase inhibitors, primary screen, biochemical, cell-free homogeneous, HTS. activity score (negative = inhibition), % at 10 µM. GST-GSK3beta kinase, ADP-Glo luminescence, 60 min; active compounds read low. 0.038% of 300,000 active;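 active = more than half of replicate wells score below -50%, meaning over 50% inhibition versus plate controls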;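 note: 0% = median DMSO wells and -100% = median GW8510 positive control wells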
# Target sequence (P49841 whole entry, looked up): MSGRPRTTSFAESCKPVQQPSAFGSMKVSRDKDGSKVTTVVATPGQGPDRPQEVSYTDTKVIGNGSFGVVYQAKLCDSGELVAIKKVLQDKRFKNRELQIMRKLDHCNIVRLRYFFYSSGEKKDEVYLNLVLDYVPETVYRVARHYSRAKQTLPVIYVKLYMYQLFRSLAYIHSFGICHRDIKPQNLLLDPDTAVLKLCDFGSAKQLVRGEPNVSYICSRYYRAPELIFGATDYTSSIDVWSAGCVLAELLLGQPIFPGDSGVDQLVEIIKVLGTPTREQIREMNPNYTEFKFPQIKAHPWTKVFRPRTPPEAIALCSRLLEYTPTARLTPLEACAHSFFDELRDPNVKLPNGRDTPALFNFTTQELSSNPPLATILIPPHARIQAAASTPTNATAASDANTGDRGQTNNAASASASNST
#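 Test system: GST-fused GSK3beta enzyme, cell-free | Quantity: 1.6 ng GST-GSK3beta enzyme per well | Reagent: 25 µM ATP with peptide substrate | Schedule: 60 min enzyme reaction, room temperature | Signal: Luminescent ADP-Glo measurement of ADP formed | Read-out basis: Score relative to plate controls | Control set: DMSO and 20 µM GW8510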
# IEC-6 cytotox: cytotoxicity in IEC-6 intestinal epithelial cells, primary screen, cytotoxicity control for KLF5 inhibitor project, cell-based, luminescence; IEC-6 cytotoxicity, luminescence viability; AID 1825, 2009; inhibition, % at 5 µM; 0.78% of 290,000 active; in the data active = inhibition above about 22%;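 note: 0% = plate median of test compound wells and 100% = cytotoxic reference compound wells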
# KLF5 inh: KLF5 expression inhibitors, primary screen, DLD-1 cells, luminescence | AID 1700, 2009 | DLD-1 KLF5 promoter-luciferase reporter | inhibition, % at 5 µM | 0.23% of 290,000 active;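 active = inhibition above a per-plate limit of that plate's mean compound inhibition plus 3 SD, cut at about 60% in these data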;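 note: 0% = DMSO wells and 100% = LY294002 at 200 µM; higher means less KLF5 promoter-driven luciferase light; inactives centre near -14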
# HSP90 refold inh: HSP90 inhibitors, primary screen, cell lysate, luminescence; inhibition, % at 5.6 µM; 0.91% of 290,000 active; Rabbit reticulocyte lysate, luciferase refolding luminescence, 3 h; AID 1789, 2009; Heat shock protein HSP 90 (rabbit reticulocyte lysate; luciferase refolding);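 active = inhibition above the screen-wide mean plus 3 SD, computed separately per campaign, cut at about 16% in these data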;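 note: 0% = DMSO wells and 100% = 60 µM geldanamycin wells; inhibitors lower the luminescence because luciferase stays unfolded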
# DYRK1A inh: rat Dyrk1A kinase inhibitors, primary screen, biochemical, single point, plate reader; ADP-Glo luminescence, NFATc1 peptide; 0.43% of 310,000 active; inhibition, % at 12.5 µM; AID 504441, 2011; Dual specificity tyrosine-phosphorylation-regulated kinase 1A (Rattus norvegicus), Q63470; in the data active = inhibition above about 50%;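 note: plate controls were vehicle with enzyme for no effect and no enzyme for full effect; many of its hits are not listed in these tables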
# GSK3A inh: blockers of GSK3A enzyme activity – biochemical, luminescence, cell-free homogeneous, HTS, primary screen | Glycogen synthase kinase-3 alpha (Homo sapiens), P49840 | GSK-3 alpha kinase, ADP-Glo luminescence, 60 min | inhibition, % at 10 µM | 0.1% of 320,000 active | AID 2650, 2010;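 in the data active = inhibition above about 50%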;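 note: GST-tagged GSK-3 alpha with peptide substrate and 25 µM ATP; 0% = DMSO neutral wells and 100% = GW8510 positive control wells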
# HSF1 inh: HSF1 inhibitors in luciferase reporter cells, primary screen, cell-based, NIH3T3, luminescence; NIH3T3-HGL HSE-luciferase, MG132-induced, luminescence 8 h; active compounds read low; activity change, negative = inhibition, % at 7.5 µM (by protocol); 0.77% of 300,000 active; AID 2098, 2009;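 active = more than half of replicate wells show activity change below -50%, luminescence cut by over half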;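 note: luciferase reports HSF-1 transcriptional activity via heat shock element; 0% = median of DMSO wells and -100% = zero luminescence signal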
# Platelet DG rel: inhibitors of platelet dense granule secretion, primary screen, cell-based, MLPCN, human platelets | AID 1663, 2009 | inhibition, %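 (compounds screened at 7.5 µM in platelet-rich plasma)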 | 0.22% of 300,000 active | human platelet-rich plasma, SFLLRN dense granule ATP release, luminescence;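 active = mean replicate score, as percent of positive control, at or above 50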
# aSyn UTR inh: MLPCN primary screen, SNCA 5' untranslated region. alpha-synuclein 5'UTR reporter, inhibitor activity. 0.82% of 300,000 active. inhibition, % (tested at 7.5 µM); in the data active = inhibition above about 60%;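 note: H4 neuroglioblastoma cells stably carrying SNCA 5'UTR luciferase fusion; 0% = DMSO wells and 100% = positive control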
# Starred values were filed as active, the others as inactive; / = not tested or not shown. Not all compounds are listed; rates above refer to the full screens.
entry | structure | KLF5 inh | HSF1 activator | Platelet DG rel | GSK3A inh | IEC-6 cytotox | HSP90 refold inh | HSF1 inh | GSK3B inh | DYRK1A inh | aSyn UTR inh
1 | COc1cc(OC)cc(OC(=O)C2CCN(C(=O)c3ccc(F)cc3)CC2)c1 | / | -17 | 38 | 1 | / | / | -7 | 4 | 16 | -9
2 | Cc1ccc(-n2c3c(c(O)c(-c4ccccc4)c2=O)C(=O)CC(C)(C)C3)cc1 | -16 | -16 | -5 | -1 | -1 | 1 | -12 | 2 | 0 | 18
3 | Cn1c(=O)[nH]c(=O)c2c1nc(N1CCCCC1)n2C/C=N/Nc1ccc(C(=O)O)cc1 | -12 | 25 | -2 | 1 | 1 | 41* | 2 | 1 | -9 | -40
4 | CC(=O)c1ccc(OCC(O)CN2CCN(c3ccccn3)CC2)cc1 (centres undefined) | -29 | -3 | 6 | -5 | -6 | 2 | -3 | -2 | / | 10
5 | O=C1c2cccc3cccc(c23)C(=O)N1CC1CCN(S(=O)(=O)c2ccc(F)cc2)CC1 | 18 | 1 | -5 | 1 | -3 | 3 | 5 | -2 | 3 | 21
6 | COc1ccc(NC(=O)Cn2cc(C(=O)c3ccco3)c3ccccc32)cc1 | -6 | 16 | 2 | 1 | -6 | 0 | -4 | -4 | -1 | -4
7 | COC(=O)c1c(NC(NC(=O)C(C)C)C(Cl)(Cl)Cl)sc2c1CCC2 (centres undefined) | -17 | 3 | 19 | -1 | 2 | -6 | 5 | -3 | -2 | 31
8 | Cc1ccc(C)c(S(=O)(=O)N2CCN(Cc3ccc(O)c4ncccc34)CC2)c1 | 26 | -9 | -7 | -2 | -1 | -1 | -7 | 0 | -4 | 74*
9 | COc1cccc(CNC(=O)CN2C(=O)COc3ccc(S(=O)(=O)N4CCOCC4)cc32)c1 | -43 | 3 | -7 | -16 | -7 | -2 | -3 | 3 | 3 | -21
10 | Nc1cc(C(=O)OCC(=O)NCC2CCCO2)ccc1Cl (centres undefined) | -22 | -1 | 0 | 0 | -6 | -5 | 7 | -2 | 5 | -17
11 | O=C(NCCc1cn[nH]c1)C1CCC(=O)N(CCc2cccc(F)c2)C1 (centres undefined) | -19 | 5 | -8 | -8 | -10 | -3 | -5 | 1 | -3 | 10
12 | Cc1nnc(SCC(=O)Nc2ccc(F)cc2F)n(N)c1=O | -25 | -11 | -8 | -3 | -6 | 5 | 2 | 0 | / | -9
13 | c1ccc(Cn2nnc3cnccc32)cc1 | -20 | 11 | -4 | 1 | -2 | -3 | -10 | 0 | -6 | -43
14 | Cc1cnc(C(=O)OCC(=O)N(C)CC(=O)Nc2ccccc2Cl)cn1 | / | -7 | 1 | -5 | / | / | -6 | 0 | 17 | 1
15 | O=C(Nc1nnc(-c2ccccc2)o1)c1cc(Cl)sc1Cl | 19 | 5 | -2 | 1 | 4 | 4 | -5 | 1 | 0 | 20
16 | COc1cc(CCCN2C(N)=NC[C@@H]2Cc2ccccc2)cc(OC)c1OC | / | -8 | -4 | 3 | / | / | -7 | 0 | -13 | 11
17 | C[C@H](NC(=O)OC(C)(C)C)C(=O)NCC1CCC(C(=O)N[C@@H](Cc2ccccc2)C(=O)O)CC1 (some centres undefined) | -39 | -1 | 4 | -3 | -1 | -2 | -6 | 1 | 0 | 7
18 | COc1ccccc1C(=O)Nc1cccc(NC(=O)c2ccccc2C)c1 | -18 | -4 | 4 | -1 | 0 | 0 | -5 | 0 | 2 | 16
19 | CCOc1ccc(NC(=O)c2cc3n(n2)C(C(F)(F)F)CC(c2ccco2)N3)cc1 (centres undefined) | -8 | -6 | 2 | -1 | -3 | -1 | -2 | 3 | 3 | 20
20 | CN(C(=O)c1ccnn1C)C1CCCN(Cc2ccccc2F)C1 (centres undefined) | -19 | -18 | 1 | / | -3 | -7 | -2 | 5 | / | 15
21 | CCOc1ccc(Nc2nc3ccccc3n2C)cc1 | / | 72* | 4 | -7 | / | / | 30 | 2 | 0 | -163
22 | CC(C)CCNC(=O)CSc1nc2ccccc2s1 | 1 | -8 | 5 | -2 | -1 | -3 | 1 | 2 | 1 | -10
23 | CCOC(=O)Cn1ccc(O)c(Cc2ccc(Cl)cc2Cl)c1=O | 1 | -5 | 3 | -3 | -2 | -1 | 1 | 0 | 3 | 8
24 | CN(C(=O)CSc1nnc(-c2ccccc2F)o1)c1ccccc1 | / | 3 | -7 | 1 | / | / | -3 | 0 | 11 | -33
25 | COc1ccc(NC(=O)C(Sc2nnc3ccccn23)c2ccccc2)cc1Cl (centres undefined) | -3 | 10 | 0 | 0 | -6 | -4 | -3 | 3 | -1 | -14
26 | CC1(C)CC(=O)C(C(O)c2ccc([N+](=O)[O-])cc2)C(C)(C)N1 (centres undefined) | -39 | -16 | 8 | -2 | 0 | 3 | 0 | -2 | 3 | 11
27 | O=C(Nc1ccccc1C(=O)NC1CCCC1)NC1CCCC1 | -15 | 17 | 0 | -1 | 0 | 5 | -5 | 4 | -11 | 7
28 | CCS(=O)(=O)N1CCN(S(=O)(=O)c2ccc3c(c2)OCCO3)CC1 | 10 | -2 | -8 | 12 | -2 | -1 | 5 | 2 | -2 | 3

# Among those listed so far, 10 have sulfur:
entry | structure | KLF5 inh | HSF1 activator | Platelet DG rel | GSK3A inh | IEC-6 cytotox | HSP90 refold inh | HSF1 inh | GSK3B inh | DYRK1A inh | aSyn UTR inh
5 | O=C1c2cccc3cccc(c23)C(=O)N1CC1CCN(S(=O)(=O)c2ccc(F)cc2)CC1 | 18 | 1 | -5 | 1 | -3 | 3 | 5 | -2 | 3 | 21
7 | COC(=O)c1c(NC(NC(=O)C(C)C)C(Cl)(Cl)Cl)sc2c1CCC2 (centres undefined) | -17 | 3 | 19 | -1 | 2 | -6 | 5 | -3 | -2 | 31
8 | Cc1ccc(C)c(S(=O)(=O)N2CCN(Cc3ccc(O)c4ncccc34)CC2)c1 | 26 | -9 | -7 | -2 | -1 | -1 | -7 | 0 | -4 | 74*
9 | COc1cccc(CNC(=O)CN2C(=O)COc3ccc(S(=O)(=O)N4CCOCC4)cc32)c1 | -43 | 3 | -7 | -16 | -7 | -2 | -3 | 3 | 3 | -21
12 | Cc1nnc(SCC(=O)Nc2ccc(F)cc2F)n(N)c1=O | -25 | -11 | -8 | -3 | -6 | 5 | 2 | 0 | / | -9
15 | O=C(Nc1nnc(-c2ccccc2)o1)c1cc(Cl)sc1Cl | 19 | 5 | -2 | 1 | 4 | 4 | -5 | 1 | 0 | 20
22 | CC(C)CCNC(=O)CSc1nc2ccccc2s1 | 1 | -8 | 5 | -2 | -1 | -3 | 1 | 2 | 1 | -10
24 | CN(C(=O)CSc1nnc(-c2ccccc2F)o1)c1ccccc1 | / | 3 | -7 | 1 | / | / | -3 | 0 | 11 | -33
25 | COc1ccc(NC(=O)C(Sc2nnc3ccccn23)c2ccccc2)cc1Cl (centres undefined) | -3 | 10 | 0 | 0 | -6 | -4 | -3 | 3 | -1 | -14
28 | CCS(=O)(=O)N1CCN(S(=O)(=O)c2ccc3c(c2)OCCO3)CC1 | 10 | -2 | -8 | 12 | -2 | -1 | 5 | 2 | -2 | 3
